sdo1 growth – compounds rescuing growth of sdo1-depleted yeast, bone marrow failure model; hit rate 0.21% among 140,000; AID 817; S. cerevisiae sdo1-depleted JHY4D growth rescue, OD600 30 h; stronger effect = higher value; pdr5 snq2 efflux-pump mutant strain; z-score at 10 µM;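 active means z-score above 3 at both the 24 hr and the 30 hr optical density reads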;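 further: z-score against mean and SD of all compound wells on the same plate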
INS promoter inh – TRM-6 insulin promoter activity inhibition; TRM-6 cells (human fetal islet line), insulin promoter-eGFP reporter, imaging; reporter expression induced with tamoxifen; inhibition, % at 2 µM; hit rate 0.9% among 130,000; AID 1273;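 active means inhibition above the mean plus 3 SD, with well images judged a real hit on visual review, cut at about 60% in these data, passing the limit was not always enough; inconclusive means inhibition over the cutoff but images rejected on review; inactive means inhibition not above the cutoff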
sdo1 growth Rescue 24 h – recorded beside sdo1 growth, whose call it bears; z-score; S. cerevisiae sdo1-depleted JHY4D growth rescue, OD600; measured here: growth rescue at 24 h;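 0 is the plate mean of compound wells and units are plate SD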
An asterisk follows results filed as active; ? = inconclusive; nt = no result given.

SMILES	sdo1 growth	sdo1 growth Rescue 24 h	INS promoter inh
N#Cc1cc2c(nc1Cl)CCCC2	-0.34	0.18	27
CN(Cc1ccccc1)S(=O)(=O)c1ccc(OCC(=O)N2CCOCC2)cc1	1.1	1.1	23
CN1CCN(C(=O)c2c(NC(=O)c3ccco3)sc3c2CCC(C(C)(C)C)C3)CC1 (stereo not given)	-0.72	0.64	nt
COC(=O)C1=C(C)NC(=O)CC1c1cccc(Cl)c1Cl (stereo not given)	0.29	-0.25	nt
COc1ccc(Cl)cc1NC(=O)CSc1nc(N2CCCCC2)nc(N2CCCCC2)n1	0.4	0.93	-7
CCCCCn1c(NCc2ccco2)nc2ccccc21	-0.35	0.07	nt
COc1ccccc1-c1ccc(SCc2ccc([N+](=O)[O-])cc2)nn1	nt	nt	20
COc1ccc2nc(CC(C)(C)CC(=O)O)c[n+]([O-])c2c1	-0.47	-0.64	3
CCSc1nnc(NC(=O)[C@@H](NC(=O)c2cccc(C)c2)C(C)C)s1	0.68	0.31	nt
CCOC(=O)c1sc2nc(SC)nc(-c3ccccc3)c2c1N	-1.8	-0.89	17
CCN(Cc1ccccc1)C(=O)CCCOc1ccccc1	-0.67	0.42	29
CC(=O)C1=C(C)NC2=C(C(=O)c3ccccc32)C1c1ccccc1 (stereo not given)	nt	nt	35
CCCCCSc1nnc2c(n1)OC(c1cccn1C)N(C(C)=O)c1ccccc1-2 (stereo not given)	0.2	0	0
COc1ccc(/C=C(/C(=O)Nc2ccccc2C(=O)NC(C)C)c2ccccc2)cc1	0	0.77	-4
Cc1ccc2c(c1)sc1nc(=O)n(-c3ccc(Cl)c(Cl)c3)c(=O)n12	-0.76	0.19	5
CN1CCN(C2=Cc3ccc(Cl)cc3Sc3ccc(F)cc32)CC1	-2	-1.5	19
Cn1cccc1Cc1nnc(SCC(=O)N2CCCCCC2)n1CCc1ccccc1	0.48	-0.11	nt
Cc1ccc2c(c1)-c1cc(C)nn1C(c1sccc1C)N2 (stereo not given)	-0.83	-1	-29
COCCNC(=S)N/N=C(\C)c1ccc(C)c([N+](=O)[O-])c1	-0.91	-1	9
CC1(CC(=O)O)SC(=O)NC1=O (stereo not given)	1.1	0.66	21
COc1ccc(-n2cc(-c3ccccc3)nc2SC)cc1	-0.6	-1.3	27
O=C(NC(=S)Nc1ccc(S(=O)(=O)NC2CCCCC2)cc1)c1cccs1	-1.1	-1.1	nt
COc1ccc(NC(=O)c2ccc(CN(c3cc(Cl)ccc3C)S(=O)(=O)c3ccccc3)cc2)cc1OC	-0.1	0.09	-30
CCN(CCCCN1C(=O)c2ccccc2C1=O)c1ccc2c(c1)C(=O)N(C)C2=O	-1.2	-0.7	nt
CC1CN(CCCCOc2ccc3ccccc3c2)CC(C)O1 (stereo not given)	-1.9	-1.1	35
O=C(O)c1ccc(N=NN2CCOCC2)cc1	-0.02	-0.59	-50
COc1ccc(C=Nc2cccc3ncccc23)cc1	nt	nt	50
COc1cc(C2Nc3ccc4ncccc4c3C3=C2C(=O)CC(C)(C)C3)cc(OC)c1O (stereo not given)	0.61	0.06	30
COC(=O)NNC(=O)c1ccc(C)cc1	0.26	-1.3	33
Cc1ccc(NC2=NCC(=O)N2Cc2ccccc2)c(C)c1	0.45	1	-92

In another format: results already given.
CC(=O)C1=C(C)NC2=C(C(=O)c3ccccc32)C1c1ccccc1 (stereo not given)
  sdo1 growth: nt	sdo1 growth Rescue 24 h: nt	INS promoter inh: 35
CCCCCSc1nnc2c(n1)OC(c1cccn1C)N(C(C)=O)c1ccccc1-2 (stereo not given)
  sdo1 growth: 0.2	sdo1 growth Rescue 24 h: 0	INS promoter inh: 0
COc1ccc(/C=C(/C(=O)Nc2ccccc2C(=O)NC(C)C)c2ccccc2)cc1
  sdo1 growth: 0	sdo1 growth Rescue 24 h: 0.77	INS promoter inh: -4
Cc1ccc2c(c1)sc1nc(=O)n(-c3ccc(Cl)c(Cl)c3)c(=O)n12
  sdo1 growth: -0.76	sdo1 growth Rescue 24 h: 0.19	INS promoter inh: 5

(cont.)
SMILES	sdo1 growth	sdo1 growth Rescue 24 h	INS promoter inh
COc1ccc(OC)c(NC(=O)c2ccc(OC3CSC3)cc2)c1	nt	nt	31
C=CCN1C(=O)C(O)(CC(=O)c2ccccc2)c2ccccc21 (stereo not given)	-0.34	-0.49	nt
COc1ccccc1-n1c(-c2cccnc2)n[nH]c1=S	0.71	0.76	-1
COCCCn1c(SCC(=O)Nc2ccc(C(=O)OC)cc2)nc2ccccc2c1=O	0.36	1.8	nt
CCCCP(=O)(CCCC)Cc1ccccc1	-0.69	-1.1	-253
Cc1ccccc1NC(=O)C1CCCN(S(=O)(=O)c2cccc3cccnc23)C1 (stereo not given)	-0.68	-0.92	nt
COc1ccc(CC(=O)Nc2ccc(-c3nnc(-c4ccc(C)cc4)o3)cc2)cc1	-0.75	0.07	-18
COc1ccc(C(=O)Nc2cccc(C)c2)cc1S(=O)(=O)N1CCOCC1	0.09	-0.45	0
c1ccc(Cn2nnnc2CN2CCCC2)cc1	-0.12	-0.79	-9
Cc1ccc(OCCNS(=O)(=O)c2cccs2)cc1	-0.61	-0.8	nt
N#Cc1c(N)n(CCOC(=O)c2cccc([N+](=O)[O-])c2)c2nc3ccccc3nc12	1	0.43	2
O=C(CCSCc1ccccc1F)NCCc1ccccc1	nt	nt	50
COc1cc(Br)c(S(=O)(=O)Nc2c(C)n(C)n(-c3ccccc3)c2=O)cc1OC	1.8	2.3	-53
O=C(c1ccc2ccccc2c1)N1CCN(c2ccc(O)cc2)CC1	-0.62	-0.66	-16
O=C(NC1CCCCC1)C(c1cccs1)N(Cc1cccs1)C(=O)c1cccs1 (stereo not given)	-0.87	-0.52	-156
CCOC(=O)C(CC)n1cnc2c(nnn2-c2ccc(OC)cc2)c1=O (stereo not given)	0.01	0.42	14
Cc1cc(C(=O)CN2C(=O)NC3(CCCc4ccccc43)C2=O)c(C)n1Cc1ccco1 (stereo not given)	-0.07	-0.65	-3
C/C(CC(=O)Nc1cc(C)ccn1)=N\NC(=O)C(=O)Nc1cccc(C)c1	0.06	-0.64	19
Nc1ccccc1OCCOCCOc1ccccc1N	1.7	1	-23
CC(/C=N\Nc1nnc2c(n1)[nH]c1c(C)cccc12)=C\c1ccco1	-1.2	0.19	4
O=C(Nc1ccc(N2CCN(C(=O)c3ccco3)CC2)cc1)C(c1ccccc1)c1ccccc1	-0.74	0.25	-10
CCOC(=O)C1Cn2c(nc3c(c2=O)C(C)(C)Cc2ccccc2-3)S1 (stereo not given)	-0.28	0.81	nt
COc1ccc(CCNC(=S)Nc2cccc(C)c2C)cc1	-1.2	-0.81	-57
CC(C)(C)NC(=S)Nc1cccc(C(F)(F)F)c1	nt	nt	-67
O=C(c1nn2c(C(F)(F)F)cc(-c3cccs3)nc2c1Cl)N1CCCc2ccccc21	0.23	1.6	-31
N#Cc1c(NC(=O)COC(=O)c2ccc(S(=O)(=O)N3CCCC3)cc2)sc2c1CCCCC2	-0.32	-0.25	nt
Cc1ccc(NC(=O)C(=O)Nc2ccccn2)cc1	0.38	0.47	27
Cc1ccc(-c2nc(SCC(=O)NCC3CCCO3)c(-c3ccc(C)cc3)[nH]2)cc1 (stereo not given)	-0.79	-0.93	19
CSc1ncccc1C(=O)OCC(=O)NCc1ccc2c(c1)OCO2	nt	nt	47
Cc1cc(C)c(C#N)c(Cl)n1	0.74	0.31	13

3 of the compounds above, with values ahead of the structure.
sdo1 growth | sdo1 growth Rescue 24 h | INS promoter inh | canonical_smiles
-0.61 | -0.8 | nt | Cc1ccc(OCCNS(=O)(=O)c2cccs2)cc1
-0.74 | 0.25 | -10 | O=C(Nc1ccc(N2CCN(C(=O)c3ccco3)CC2)cc1)C(c1ccccc1)c1ccccc1
-0.07 | -0.65 | -3 | Cc1cc(C(=O)CN2C(=O)NC3(CCCc4ccccc43)C2=O)c(C)n1Cc1ccco1 (stereo not given)

The listing continues.
SMILES	sdo1 growth	sdo1 growth Rescue 24 h	INS promoter inh
CCOC(=O)C1=C(CC)Nc2ccccc2N=C1NC(=O)c1ccc(S(=O)(=O)N(C)C)cc1	0.62	0.68	-55
Cc1ccc(Cc2nc(-c3ccncc3)no2)cc1	nt	nt	0
Cc1cnn(-c2cc(Oc3ccccc3)ncn2)c1	-0.82	-1.2	48
Cc1ccc(OCCCC(=O)NC(C)c2ccccc2)cc1 (stereo not given)	0.08	-0.33	0
Cc1ccc(C(C)(C)C)c(OCCCn2ccnc2)c1	-2	-0.18	23
CC(=O)OCCCNc1cc(Sc2ccc(Cl)cc2)c2nonc2c1[N+](=O)[O-]	0.13	0.72	-141
CS(=O)(=O)N1CCC(C(=O)Nc2ccc(C(F)(F)F)cc2)CC1	nt	nt	-12
CCCn1c2c(c(O)c(C(=O)NCc3ccccc3)c1=O)CCCC2	-0.88	-0.14	-42
O=C(CCc1nc2ccccc2s1)N1CCN(c2ccccc2)CC1	nt	nt	17
Cc1cc(C)nc(NC2=NCC(=O)N2c2cc(Cl)cc(Cl)c2)n1	-0.41	-0.68	0
COc1nc(Nc2cccc(C)c2)nc(N2CCCCC2)n1	-1.7	0.2	12
Cc1cccc(NC(=S)NCCc2ccc3c(c2)OCCO3)c1C	nt	nt	-43
O=C(Nc1cccs1)Nc1ccc(F)cc1F	1.6	0.17	63
Cc1c(O)ccc2c3c(c(=O)oc12)CCCC3	-0.86	-1.3	nt
O=C(O)c1ccnc(C(=O)O)c1	1.1	0.59	nt
COc1ccc2cc(CCNC(=O)c3cccc([N+](=O)[O-])c3)c(=O)[nH]c2c1	nt	nt	20
Cc1cccc(NC(=O)C2NC(=O)CC2c2ccccc2)c1C (stereo not given)	1.1	0.85	nt
CC(C)NC(=O)Nc1cccs1	0.04	0.3	-8
COc1ccc(Cn2c(=O)n(Cc3ccco3)c(=N)c3c4c(sc32)COC(C)(C)C4)cc1	-0.92	-0.66	nt
O=S(=O)(c1ccc(Cl)cc1)N1CCCC1c1nc(-c2cccc(Cl)c2)no1 (stereo not given)	-0.86	-0.37	-12
Cc1c(Cl)cccc1NC(=O)c1nc(C)n(-c2cc(OC(C)C)c(Cl)cc2Cl)n1	-0.9	-0.65	7
CCN(CC)CCNC(=O)c1sc2ncn(CC(=O)Nc3ccc(C)c(Cl)c3)c(=O)c2c1C	nt	nt	-14
Cc1cccc(N(CC(=O)NCCSc2nc3ccccc3s2)S(=O)(=O)c2ccccc2)c1	-0.55	-0.23	-27
O=C(NC1CCCCCC1)C1c2ccccc2C(=O)N1Cc1cccs1 (stereo not given)	0.29	-0.31	-31
CCOC(=O)NC(NS(=O)(=O)c1ccccc1)(C(=O)OCC)C(F)(F)F (stereo not given)	0.2	0.37	23
CCN(CC)S(=O)(=O)c1cccc(-c2nn(-c3ccccc3)cc2/C=C(\C#N)C(=O)NCc2ccco2)c1	0.16	1.6	-7
COc1ccccc1C(=O)NC(=O)OCCn1c(C)cnc1[N+](=O)[O-]	nt	nt	13
CC[N+]1(CC)CC2=Cc3ccccc3CC2C1 (stereo not given)	nt	nt	18
CC(C)(C)CC(=O)Nc1nn[nH]n1	2.3	0.19	-46
COc1cc(/C=N/NC(=O)c2cccc([N+](=O)[O-])c2)ccc1OCc1ccc(C)cc1	0.75	1.7	0
CCOc1ccc(NC(=O)/C=C/c2ccccc2)c([N+](=O)[O-])c1	-0.52	-0.2	nt
Cc1ccc(-n2c(=O)cc(N3CCC(C)CC3)[nH]c2=O)cc1	0.57	0.06	57
c1ccc(Oc2nc3ccccc3n3cccc23)cc1	-2.3	-1.2	43
CCOC(=O)CSc1nc(C)c2ccc(C)cc2n1	0.38	0.13	72
CNC(=O)c1ccsc1NC(=O)c1ccc(S(=O)(=O)N2CCOCC2)cc1	-0.05	-0.31	-94
Cc1cc[n+](CC(=O)c2ccc3c(c2)OCCO3)cc1	1.7	1.7	nt
CN1c2ccccc2C(C)(C)C12CC(c1ccc(Cl)c(S(=O)(=O)N3CCCC3)c1)=NO2 (stereo not given)	0.2	0.78	-4
CN1CCC(=NNC(=O)C(=O)Nc2ccccc2)CC1	0.54	0.66	nt
CC(C)Nc1ncnc2ccc(Br)cc12	2.1	1.9	?
O=C1COc2cccnc2N1	-0.26	-0.26	nt
Cc1cc(C)cc(NC(=O)N2CCCC2C(=O)Nc2ccc(-n3cnnn3)c(C)c2)c1 (stereo not given)	-0.39	-0.8	-53
O=C(O)c1cccc(CSc2ncccn2)c1	0.16	1.7	-184
CCCCC(=O)OCc1cn(-c2ccc(Cl)cc2)nn1	1	0.9	-38
Cc1ccc(CNC(=O)C(=O)NCC2OCCN2S(=O)(=O)c2ccc3c(c2)OCCO3)cc1 (stereo not given)	-0.04	-0.67	-120
COc1ccc(N2CCN(CC(=O)Nc3c(C)cc(C)cc3C)CC2)cc1	0.59	0.58	27
CC12CCC(C(=O)NCc3ccc4c(c3)OCO4)(OC1=O)C2(C)C (stereo not given)	0.2	-0.19	-117
CCOC(=O)N1CCN(S(=O)(=O)c2ccc(C(=O)NNc3nc4cc(C)cc(C)c4s3)cc2)CC1	0.67	0.97	27
Cc1cc(C(=O)NCC(C)C)c2ccccc2n1	-0.02	-0.04	2
COc1ccc2cc(CN(CC3CCCO3)C(=S)Nc3ccccc3)c(=O)[nH]c2c1 (stereo not given)	nt	nt	7
Cc1cc(NC(=O)c2noc3c2CCc2ccccc2-3)no1	0.2	0.03	nt
